Screening data from PubChem BioAssay.
PKA-R1A act – activators of PKA-R1A complex | PKA-R1A dissociation, Cy5-IP20 fluorescence polarization; scaled: DMSO 0%, 113 µM cGMP 100% | activation, % at 11.4 µM | 0.083% of 340,000 active | AID 504707;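 active = percent activation above the mean of all tested compounds plus 3 SD, cut at about 19% in these data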;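 also: higher means more PKAc released from R1A so a rise in polarization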
AddAB inh – less growth of phage-infected E. coli with AddAB; inhibition, % at 11.9 µM; 0.29% of 330,000 active; E. coli expressing H. pylori AddAB, absorbance growth; in the data active = inhibition above about 12%;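 also: 0% = vehicle wells of infected cells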
MOR-DOR ag – agonists of human mu-delta opioid receptor heterodimerization | P35372+P41143 | activation, % at 9.3 µM | AID 504326 | 0.3% of 340,000 active | cells, OPRM1-OPRD1 heterodimerization, luminescence; in the data active = activation above about 18%;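 also: 0% = vehicle-treated cells and 100% = reference agonist; values of inactives mirror those of a sister screen read the other way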
Ecoli viability – reduces bacterial viability in AddAB counter-screen; 0.27% of 330,000 active; inhibition, % at 11.9 µM; E. coli V3065 growth, OD600 absorbance, 18 h;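 active = inhibition above the campaign's mean inhibition across all tested compounds plus 3 SD, cut at about 9.9% in these data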;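 also: uninfected addAB+ strain grown without phage in ampicillin broth; 0% = DMSO wells and 100% = ciprofloxacin 0.95 µg/ml wells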
OPRM1-OPRD1 inv – mu-delta opioid heterodimer inverse agonism; P35372+P41143; cell-based MOR-DOR heterodimer luminescence; inhibition, % at 9.3 µM; 0.21% of 340,000 active; AID 504357; in the data active = inhibition above about 22%, passing the limit was not always enough;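 also: 0% = cells with DMSO and 100% = wells without cells with DMSO; values of inactives mirror those of a sister screen read the other way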
SUMO Mot1 rescue – blocks SUMOylation pathway, rescuing yeast Mot1-301 growth. S. cerevisiae Mot1-301 growth rescue, ATP luminescence, 38.5C; percent above DMSO median, 100 means doubled. growth rescue, % at 18.8 µM. 1% of 320,000 active. AID 2716;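 active = every valid replicate shows activation above 250% relative to neutral control wells; inactive = the rest, any valid replicate at or below 250%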;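 also: OY570 slx delta 5 strain wells were the positive control but not used for scaling; some compounds called inactive have numbers as strong as hits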
PKA-R2B activ – PKA-R2B complex activation | P22694+P31323 | PKA-R2B holoenzyme dissociation, Cy5-IP20 fluorescence polarization; R2B truncated from residue 108, S112A mutant; 0% DMSO only, 100% 113 µM cGMP | activation, % at 11.4 µM | 0.079% of 340,000 active;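 active = activation above a cutoff set at the mean over all compounds plus 3 SD, cut at about 18% in these data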;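 also: higher means more holoenzyme dissociation and a rise in polarization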
Target sequence (P31323 whole entry, looked up, other chains not shown, the tested form may be a part): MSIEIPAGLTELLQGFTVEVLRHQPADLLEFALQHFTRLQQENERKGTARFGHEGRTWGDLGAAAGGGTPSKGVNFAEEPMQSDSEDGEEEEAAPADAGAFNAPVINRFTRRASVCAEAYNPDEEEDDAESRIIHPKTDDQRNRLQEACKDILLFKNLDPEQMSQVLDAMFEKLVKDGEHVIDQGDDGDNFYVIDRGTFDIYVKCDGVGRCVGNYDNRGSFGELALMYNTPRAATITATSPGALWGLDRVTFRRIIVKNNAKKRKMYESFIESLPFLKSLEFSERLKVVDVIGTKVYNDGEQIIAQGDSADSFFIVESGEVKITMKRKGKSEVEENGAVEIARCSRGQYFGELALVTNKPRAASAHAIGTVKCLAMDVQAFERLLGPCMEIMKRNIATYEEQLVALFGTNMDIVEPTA
phage Ecoli inh – E. coli growth loss with phage present; growth absorbance; inhibition, % at 11.9 µM; 0.26% of 360,000 active; AID 651602; in the data active = inhibition above about 11%
Tat export inh – blocks Tat-dependent protein export in E. coli; E. coli MC4100 TorA-mCherry Tat export, fluorescence; AID 488895; inhibition, % at 10 µM; 0.036% of 340,000 active;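 active = mean replicate inhibition at least 50% and at least half of replicates individually reaching 50%; inconclusive = only one of the two criteria met; inactive = neither criterion met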;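 also: exported cargo escapes ClpAP degradation while cytoplasmic cargo is degraded and loses fluorescence; 0% = median of neutral control wells and 100% = median of NaSCN control wells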
PfHsp90 set2 – inhibits growth of yeast expressing Plasmodium falciparum Hsp90; inhibition, % at 9.4 µM; S. cerevisiae expressing PfHsp90, BacTiter-Glo ATP, 48 h; yeast lacking PDR1 and PDR3 efflux regulators; 0.32% of 310,000 active;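 active = every replicate shows inhibition above about 80%, whatever the replicate mean, limit read from the data; inconclusive = mean inhibition reaches the set limit but some replicate falls short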;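 also: 0% = DMSO neutral controls and 100% = 20 µM radicicol positive controls; yeast relying on Plasmodium falciparum Hsp90 in place of its own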
HTR5A inv ag – counter-screen for OPRM1-OPRD1 inverse agonists: human HTR5A inverse agonism; 0.083% of 340,000 active; HTR5A cell line, luminescence; inhibition, % at 9.3 µM; AID 504634; in the data active = inhibition mostly above about 23%, no sharp cut-off; inactive = mostly below about 18%;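 also: 0% = cells with DMSO and 100% = no-cell wells with DMSO; some compounds called inactive have numbers as strong as hits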
Target sequence (P47898 whole entry, looked up): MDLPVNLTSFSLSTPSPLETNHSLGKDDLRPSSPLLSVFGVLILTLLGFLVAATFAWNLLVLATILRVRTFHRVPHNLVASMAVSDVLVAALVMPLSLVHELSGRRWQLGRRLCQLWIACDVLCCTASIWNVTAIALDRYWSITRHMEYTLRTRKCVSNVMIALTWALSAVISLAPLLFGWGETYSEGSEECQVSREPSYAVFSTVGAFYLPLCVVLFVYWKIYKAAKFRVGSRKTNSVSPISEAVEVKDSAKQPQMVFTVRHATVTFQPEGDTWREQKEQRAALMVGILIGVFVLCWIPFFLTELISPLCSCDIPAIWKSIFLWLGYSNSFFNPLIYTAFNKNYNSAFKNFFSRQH
* marks the source's active call; other numbers are inactive results; ? = inconclusive; nt = not tested or not shown.

molecule	PKA-R2B activ	MOR-DOR ag	PKA-R1A act	phage Ecoli inh	HTR5A inv ag	SUMO Mot1 rescue	PfHsp90 set2	Ecoli viability	AddAB inh	Tat export inh	OPRM1-OPRD1 inv
N#CC1=C(N)NC(=S)C(C(N)=O)C1c1ccc([N+](=O)[O-])cc1 (stereo not drawn)	-2.6	-2.7	-0.8	-0.8	24.0	166.7	-1.1	-1.4	-1.4	-9.1	12.1
O=C(COC(=O)c1cc(S(=O)(=O)N2CCOCC2)ccc1F)Nc1cc([N+](=O)[O-])ccc1F	-7.6	-1.7	-1.4	0.2	3.2	-17.6	2.2	-0.9	0.0	-1.5	7.3
Cc1cccc(NC(=O)CSCC(=O)N2CCN(C(=O)c3ccco3)CC2)c1	3.9	-1.1	-0.1	1.8	-5.9	-0.5	-3.9	1.1	2.6	-5.8	4.4
COc1ccc(NC(=S)N2CCC(NC(=O)c3ccco3)CC2)cc1	-0.3	-0.4	-4.6	0.5	-7.9	-3.8	-0.2	-0.6	1.1	-3.0	2.5
Cc1nc(Cl)c(N=Cc2cccc([N+](=O)[O-])c2)c(Cl)n1	3.6	0.1	-3.0	1.4	-3.5	1.8	10.5	0.8	1.2	-3.1	-0.5
CCCCN(C(=O)CSc1nnc(-c2ccc(OC)cc2)n1CC)c1c(N)n(Cc2ccccc2)c(=O)[nH]c1=O	-5.5	-3.9	-0.2	4.8	3.1	0.8	10.5	-4.2	0.7	4.1	19.5
CC(=O)Nc1ccc(S(=O)(=O)N(Cc2cccnc2)Cc2cc3ccccc3[nH]c2=O)cc1	-5.0	-2.1	-2.0	-0.6	-12.8	-9.0	10.8	0.1	0.7	-5.8	11.0
Cc1csc(NC(=O)C2CCCN(S(=O)(=O)c3cnc[nH]3)C2)n1 (stereo not drawn)	-10.8	0.6	-0.3	3.2	-25.1	77.7	-24.8	0.6	3.7	4.3	-3.2
CC(C)C(NC(=O)CNC(=O)OC(C)(C)C)C(=O)NCc1ccccc1 (stereo not drawn)	3.6	-1.0	-4.8	-1.1	-5.0	-16.8	nt	2.4	0.9	6.7	5.7
COC(=O)C1=C(C)Nc2ncnn2C1c1cccnc1 (stereo not drawn)	10.3	-0.6	-9.0	0.0	-4.2	-17.7	20.3	-1.6	-0.5	9.9	2.6
O=S(=O)(Nc1ccccn1)c1cccc(S(=O)(=O)c2ccc(Br)cc2)c1	1.2	-3.6	-6.0	4.7	-12.1	10.0	-11.3	-0.1	-0.2	13.5	17.8
NS(=O)(=O)c1ccc(CCNC(=O)CNC(=O)Cc2ccccc2)cc1	-11.4	-1.8	-8.7	0.4	-9.0	190.0	-15.3	-0.2	2.9	3.3	9.7
O=C(c1ccccc1)c1ccc(OCC(O)CNCc2ccc(F)cc2)cc1 (stereo not drawn)	-2.7	-0.2	2.9	-1.4	-1.1	12.7	43.5	nt	nt	6.5	0.8
Nc1ccc(C(=O)N/N=C/c2cn(Cc3ccc(F)cc3)c3ccccc23)cc1	12.7	-3.0	-4.0	0.9	4.8	-18.5	7.1	nt	nt	3.2	15.5
CC1SCC(NC(=O)c2ccc(Cl)cc2)CS1 (stereo not drawn)	-8.8	2.8	-0.8	3.5	3.1	-6.5	-14.8	1.0	3.8	0.6	-14.4
COc1ccc(Cl)cc1C(=O)Nc1ccncc1	-5.9	-2.0	-6.7	-1.3	3.2	-12.8	-6.0	2.1	-0.8	-3.3	9.5
COc1ccc(CN2C(=O)CSCC2=O)cc1OC	1.9	-2.1	-7.0	2.1	-2.5	32.5	7.3	-1.4	-1.0	-1.9	9.5
CCC(=O)N1CCN(c2ccc(NC(=O)c3ccc([N+](=O)[O-])o3)cc2Cl)CC1	2.6	6.0	4.8	5.8	26.9	nt	-5.9	nt	nt	-2.5	-28.9
O=c1c2ccccc2c(C=Nc2ccc(Cl)cn2)c(O)n1-c1cc(Cl)ccc1N1CCOCC1	0.6	-2.2	-17.0	1.8	-1.4	-2.5	8.6	0.4	0.8	-3.7	11.7
Cc1cccc(NC(=O)CSc2ccc(-c3cccnc3)nn2)c1	-3.8	-1.2	-16.0	3.6	-8.4	-16.8	-10.2	1.1	-0.6	-4.0	6.5
O=C(COc1ccc(Cl)cc1Cl)NCCSc1ccc(Cl)cc1	13.1	3.3	7.1	2.5	-6.0	5.8	27.9	2.3	2.9	16.4	-16.6
CCc1ccc(-c2cc3c(=O)n(CC(=O)NCCCN4CCN(C)CC4)ncn3n2)cc1	0.2	-3.4	-10.8	4.0	-21.9	42.0	2.1	-0.3	3.4	4.3	17.0
COc1ccc(NC(=O)OCC(C)C)cc1OC	-7.3	0.0	0.5	nt	4.3	21.0	11.1	-1.4	3.3	-4.6	-0.1
Cc1ccc(C2(C)NC(=O)N(CC(=O)Nc3cc(C)on3)C2=O)cc1 (stereo not drawn)	-0.3	0.5	-0.6	-0.2	0.5	-2.2	-9.6	-2.5	1.0	-4.9	-2.8
Cc1ccc(/C=C/C(=O)NCCc2c[nH]c3ccccc23)o1	-3.6	-3.3	-5.4	-1.2	0.1	30.3	nt	0.4	0.2	2.5	16.0
CCOC(=O)[C@H]1[C@H]2COc3ccc(OC)cc3[C@H]2N2C(=O)CN(Cc3ccccc3)C(=O)[C@@]12C	-4.6	-3.1	9.3	-0.1	-20.1	nt	-5.2	nt	nt	?	14.3
COc1cc(C(=O)NC2CCCCC2)ccc1OC1CCN(C(C)=O)CC1	2.7	-2.1	-6.1	-0.6	-12.3	-0.6	2.3	2.3	0.9	-0.5	11.7
CCC(=O)Nc1cc(C(=O)NCC2CCCN2CC)c(OC)cc1N(C)C (stereo not drawn)	-8.0	0.0	6.6	2.4	6.9	-0.4	-22.0	1.5	2.2	9.1	0.1
O=C(CSc1nnc(Cc2ccccc2)o1)c1cc(F)ccc1F	-5.5	-1.0	0.1	1.8	-21.2	217.7	-1.0	2.1	3.0	-12.2	4.8
Cc1ccc(N2C(=O)c3ccccc3C2C(=O)c2cc(C)ccc2O)cc1 (stereo not drawn)	3.1	7.0	-2.1	0.6	7.8	-15.3	-52.8	3.5	6.8	1.9	-50.6

Copied from the list.
SUMO Mot1 rescue, O=C(COC(=O)c1cc(S(=O)(=O)N2CCOCC2)ccc1F)Nc1cc([N+](=O)[O-])ccc1F = -17.6
OPRM1-OPRD1 inv, CC(=O)Nc1ccc(S(=O)(=O)N(Cc2cccnc2)Cc2cc3ccccc3[nH]c2=O)cc1 = 11.0
PKA-R1A act, COc1ccc(Cl)cc1C(=O)Nc1ccncc1 = -6.7
AddAB inh, Cc1ccc(C2(C)NC(=O)N(CC(=O)Nc3cc(C)on3)C2=O)cc1 (stereo not drawn) = 1.0

Next records:
molecule	PKA-R2B activ	MOR-DOR ag	PKA-R1A act	phage Ecoli inh	HTR5A inv ag	SUMO Mot1 rescue	PfHsp90 set2	Ecoli viability	AddAB inh	Tat export inh	OPRM1-OPRD1 inv
O=C(N=C1SCC(=O)N1c1ccccc1Cl)c1ccccc1	-3.5	-3.8	2.6	0.8	-13.1	nt	7.6	nt	nt	-8.1	19.5
Cc1ccccc1OCCOc1cccc(/C=N/NC(=O)Cc2nnc(N)s2)c1	-7.8	-0.1	-8.1	2.4	16.8	-7.8	-0.7	-2.6	1.3	-2.1	0.3
CC(C)COC(=O)Cc1c(O)c2ccccc2[nH]c1=O	21.2*	-1.7	15.4	-0.5	4.4	2.0	-6.2	0.4	1.3	-4.8	9.6
C=CCOc1ccc(-c2n[nH]c(=S)o2)cc1	-0.8	-0.7	1.1	-0.5	9.0	-2.8	-37.6	1.0	4.5	1.0	3.3
O=C1OCc2ccc([N+](=O)[O-])cc21	5.6	-1.3	1.6	1.9	3.7	nt	nt	nt	nt	-2.5	6.8
CCc1c(C)sc(NC(=O)c2cc(C)on2)c1C#N	-5.8	-2.5	-3.8	-0.1	7.3	96.5	25.0	-0.1	1.8	-2.1	13.0
CCOP(=O)(OCC)c1nc(-c2ccccc2)oc1N1CCCCC1	2.3	-2.0	11.3	-0.9	-3.4	484.2	10.9	-1.3	-0.1	-4.6	9.9
O=C(Nc1ccc([N+](=O)[O-])cc1)C(Cc1ccccc1)N1C(=O)c2cccc3cccc(c23)C1=O (stereo not drawn)	-1.0	0.3	0.3	3.3	4.2	-7.4	-3.7	1.1	2.1	-7.6	-1.9
O=C(Nc1cccc(C(=O)O)c1)Nc1ccccc1Cl	3.1	-4.7	1.9	2.5	-36.4	-14.4	20.8	0.3	-0.3	1.9	23.9
O=C(/C=C/N1CCOCC1)c1coc2ccccc12	-2.2	-1.8	-10.7	1.6	-51.0	424.8*	-2.5	1.5	-1.0	-1.1	10.6
CCOc1ccc(S(=O)(=O)Nc2cc(C)ccn2)c2ccccc12	12.7	2.0	3.5	2.6	2.1	-13.4	11.9	-2.7	3.6	-4.2	-10.1
O=C(COC(=O)c1cccc(Cl)c1)NCc1ccccc1	3.3	-2.9	-8.9	4.7	6.2	36.6	nt	0.8	-0.9	1.1	15.2

3 entries out of the list above, ordered by their value in SUMO Mot1 rescue, ascending:
structure | SUMO Mot1 rescue
O=C(Nc1ccc([N+](=O)[O-])cc1)C(Cc1ccccc1)N1C(=O)c2cccc3cccc(c23)C1=O (stereo not drawn) | -7.4
C=CCOc1ccc(-c2n[nH]c(=S)o2)cc1 | -2.8
CCOP(=O)(OCC)c1nc(-c2ccccc2)oc1N1CCCCC1 | 484.2
